# GAA glycogen mod – qHTS Assay for Inhibitors and Activators of Human alpha-Glucosidase Cleavage of Glycogen; 300,000 tested, 0.38% active; Lysosomal alpha-glucosidase (Homo sapiens), P10253; AID 2100, 2009; Potency, µM (doses to about 76.4 µM), inactives show at the highest dose activity change, negative = inhibition, hits mostly inhibitors; recombinant GAA, glycogen substrate, Amplex Red glucose oxidase fluorescence;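 note: potency is the fitted concentration of half-maximal effect; 0% = full enzyme reaction and -100% = no-enzyme basal signal; the screen sought inhibitors and activators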
#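 Recombinant human enzyme (4 nM); glycogen substrate; 37 C, 40 min, pH 5.0. Readout: coupled glucose oxidase/Amplex Red fluorescence.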
# GAA inhib – qHTS Assay for Inhibitors of Human alpha-Glucosidase as a Potential Chaperone Treatment of Pompe Disease. purified human GAA, 4-MU-alpha-glucoside fluorescence. Potency, µM (titrated, usually from 76.9 µM), for the others: top-dose activity change, negative = inhibition, most hits filed as inhibitors. 200,000 tested, 0.005% active;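 note: potency is the fitted concentration of half-maximal effect; plate controls were uninhibited enzyme wells for no effect and no-enzyme background for full effect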
#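 Activity normalized between no-enzyme (basal) and enzyme-only wells. Conditions: 4 nM human enzyme, 400 uM fluorogenic substrate, citrate/phosphate pH 5.0 with Tween-20, 20 min room temperature, compounds up to 77 uM.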
# HttQ103 aggreg – qHTS Multiplex Assay to Identify Dual Action Probes in a Cell Model of Huntington: Aggregate Formation (GFP) | Potency, µM (top dose mostly 46.1 µM), for inactives: at the highest dose activity change, negative = inhibition, hits mostly inhibitors | 220,000 tested, 1.1% active | PC12 HttQ103-GFP aggregates, Acumen cytometry, 40 h; note: potency is the fitted concentration of half-maximal effect; % is set by controls: 0 for no effect and ±100 for the full control effect; nearly all actives have a fitted effect of over 60% in size
#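 Steps: seed 1500 PC12 HTTQ103-GFP cells/well; add tebufenozide, 100 nM final; add compound titration; add ATPLite reagent; quantify GFP aggregates by laser scanning cytometry.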
# aGlu spleen mod – qHTS Assay for Inhibitors and Activators of Human alpha-Glucosidase From Spleen Homogenate; Lysosomal alpha-glucosidase (Homo sapiens), P10253; human spleen homogenate, 4-MU-alpha-glucoside fluorescence; Potency, µM (top dose mostly 79.9 µM), inactives show at the highest dose activity change, negative = inhibition, actives largely listed as inhibitors; 240,000 tested, 0.006% active; AID 2112, 2009;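 note: potency is the fitted concentration of half-maximal effect; 0% = enzyme with vehicle and -100% = no enzyme basal signal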
#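 Compounds were titrated against alpha-glucosidase in spleen homogenate at pH 5.0, with 1 mM 4-methylumbelliferyl substrate for 40 min at 37 C. Reactions were quenched with pH 10 NaOH/glycine and fluorescence measured.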
# LMNA splice mod – qHTS Assay for Modulators of Lamin A Splicing | HeLa LMNA splicing GFP/RFP minigene ratio, 48 h | Potency, µM (titrated, usually from 46.1 µM), inactives show at the highest dose ratio change, negative = inhibition, usual class: inhibitors | 200,000 tested, 0.01% active | AID 1487, 2009; active = well fitted inhibition curve with a large enough effect in the signal ratio, with a control signal flat, not every such curve was filed as active; inconclusive = small, poorly fitted or top-dose-only effect, or effect the other way, or a change in a side signal; the % refers to the signal ratio; note: potency is the fitted concentration of half-maximal effect; % is set by controls: 0 for no effect and ±100 for the full control effect
#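 S3 HeLa cells stably expressing lamin A-EGFP splicing minigene plus DsRed2, 600 cells/well, 48 h compound exposure at 37C. Laser-scanning cytometry; analysed as GFP (500-530 nm)/RFP (575-640 nm) total intensity ratio; 0.5% DMSO vehicle.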
# HTT ATP protect – qHTS Multiplex Assay to Identify Dual Action Probes in a Cell Model of Huntington: Cytoprotection (ATP); PC12 HTT-Q103 induced, cytoprotection, ATP luminescence, 40 h; Potency, µM (series often up to 56.4 µM), for the others: cytoprotection (ATP increase), usual class: activators; 230,000 tested, 0.14% active;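 note: potency is the fitted concentration of half-maximal effect; % of control where 0% means no effect; nearly all actives have a fitted effect of over 45% in size; toxic huntingtin expression switched on by the ecdysone agonist tebufenozide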
#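 PC12 cells stably carrying ecdysone-inducible Htt exon 1 (Q103)–GFP were induced with 100 nM tebufenozide (final) alongside library compounds in a dose series. Cytoprotection was scored as retained ATP by ATPlite luminescence.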
# CBFb RUNX1 block – qHTS Assay for Compounds Blocking the Interaction Between CBF-beta and RUNX1 for the Treatment of Acute Myeloid Leukemia; Runt-related transcription factor 1 (Homo sapiens) + Core-binding factor subunit beta …; AlphaScreen CBFb-His/RUNX1-biotin binding, biochemical; Potency, µM (top dose mostly 59.8 µM), for the others: at the top dose activity, negative = inhibition, actives largely listed as inhibitors; 230,000 tested, under 10 active; AID 1477, 2009; note: % of control where 0% means no effect
# Target sequence (Q01196 whole entry, looked up): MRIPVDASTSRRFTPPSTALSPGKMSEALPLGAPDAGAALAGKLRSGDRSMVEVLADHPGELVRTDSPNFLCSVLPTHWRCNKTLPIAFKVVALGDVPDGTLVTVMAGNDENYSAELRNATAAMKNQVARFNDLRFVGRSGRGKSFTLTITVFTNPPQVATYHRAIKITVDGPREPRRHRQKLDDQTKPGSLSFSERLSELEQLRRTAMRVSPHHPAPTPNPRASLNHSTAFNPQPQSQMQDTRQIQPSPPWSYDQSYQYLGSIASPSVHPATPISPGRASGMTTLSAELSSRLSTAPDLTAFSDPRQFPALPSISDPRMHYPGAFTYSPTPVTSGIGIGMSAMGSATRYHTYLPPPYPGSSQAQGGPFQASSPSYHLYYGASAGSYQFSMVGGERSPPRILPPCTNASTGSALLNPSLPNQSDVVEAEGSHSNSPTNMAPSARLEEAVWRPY
# Target sequence (Q13951 whole entry, looked up): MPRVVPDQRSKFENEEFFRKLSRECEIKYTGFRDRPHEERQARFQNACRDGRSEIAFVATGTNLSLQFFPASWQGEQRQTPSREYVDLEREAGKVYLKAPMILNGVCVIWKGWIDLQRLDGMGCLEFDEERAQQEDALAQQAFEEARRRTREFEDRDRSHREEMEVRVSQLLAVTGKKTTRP
#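 Inhibition was taken as any reduction in AlphaScreen signal from the CBF-beta–RUNX1 pair (His and biotin tags, 30 nM each), measured after compound (15 min) and bead (90 min) incubations at room temperature.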
# Numbers without * were called inactive; u = inconclusive; x = not tested or not shown; [ ] = another dose, or the depositor's remark. Unless noted, calls come from the whole dose curve; as a rule, active = well fitted curve in the direction sought with a large enough effect; inconclusive = small, poorly fitted or top-dose-only effect, or another doubt; inactive = no such curve, though single readings can be large; an effect the other way counts as inactive or inconclusive. Compounds were not picked by outcome (roughly 1.5% active in at least one column).
Molecule	GAA glycogen mod	GAA inhib	aGlu spleen mod	CBFb RUNX1 block	HttQ103 aggreg	LMNA splice mod	HTT ATP protect
CCCn1c(C(O)c2ccc(OCC)cc2)nc2ccccc21 (stereo not drawn)	-7%	-6%[15.4 µM]	11%	-1%	3%	u	-1%
CCn1c(SCC(=O)Nc2nc(C)c(C)s2)nnc1-c1cccs1	4%	1%	-8%	2%	-14%	-4%	5%[1.9 µM]
COC(=O)C(CCSC)NC(=O)CNS(=O)(=O)c1ccc(Br)cc1 (stereo not drawn)	3%	-3%	-1%	-2%	2%	3%	-4%
COC(=O)C1=C(N)OC2=C(C(=O)CC(C)(C)C2)C1c1cccnc1 (stereo not drawn)	3%	-22%	0%	8%	5%	5%	2%
COc1cccc(NC(=O)Nc2ccc3c(c2)N(C)C(=O)CS3)c1	-1%	-3%	7%	-7%	-28%	-6%	-17%
CC(C)CCc1noc(CN(CC2CCC2)CC2CCCO2)n1 (stereo not drawn)	2%	x	-5%	13%	26%[9.22 µM]	x	11%[10 µM]
CCNc1ccc(S(=O)(=O)NCCN(C)C)cc1[N+](=O)[O-]	6%	-3%	0%	5%	-4%	6%[46 µM]	-4%
COc1cccc2c(=O)cc(C)n(CC(=O)Nc3ccc(Br)cc3)c12	3%	-6%	7%	-3%	22%[9.22 µM]	x	25%[10 µM]
O=C(O)CC1SC(=Nc2cccc(O)c2)NC1=O (stereo not drawn)	-1%	-1%	-18%	-1%	-19%	-3%	17%
N=C1C(c2nc3ccccc3c(=O)[nH]2)=C(O)CN1c1ccccc1	6%	-3%	1%	-2%	7%[9.22 µM]	2%	-31%
CCOc1cc(C(=O)NCC(=O)N/N=C/c2sccc2C)cc(OCC)c1OCC	-5%	4%	-2%	2%	6%	x	9%[10 µM]
COc1ccc(-c2nnc3ccc(SC)nn23)cc1	-17%	-2%	6%	6%	u	u	-22%
COc1ccc(N=c2cc(-c3ccc(O)cc3)oc3ccccc23)cc1	2%	-2%	1%	-14%	3%	u	4%[10 µM]
CC(C#N)Sc1nnc(Nc2ccccc2)s1 (stereo not drawn)	2%	-5%	-10%	-2%	-23%	10%[46 µM]	-33%[inhibitor]
O=C(OCC(=O)N1CCc2ccccc21)c1ccccn1	-6%	6%	-4%	1%	x	x	x

# Copied from the listing, 4 compounds:
Molecule	GAA glycogen mod	GAA inhib	aGlu spleen mod	CBFb RUNX1 block	HttQ103 aggreg	LMNA splice mod	HTT ATP protect
CCCn1c(C(O)c2ccc(OCC)cc2)nc2ccccc21 (stereo not drawn)	-7%	-6%[15.4 µM]	11%	-1%	3%	u	-1%
CCn1c(SCC(=O)Nc2nc(C)c(C)s2)nnc1-c1cccs1	4%	1%	-8%	2%	-14%	-4%	5%[1.9 µM]
COC(=O)C(CCSC)NC(=O)CNS(=O)(=O)c1ccc(Br)cc1 (stereo not drawn)	3%	-3%	-1%	-2%	2%	3%	-4%
COC(=O)C1=C(N)OC2=C(C(=O)CC(C)(C)C2)C1c1cccnc1 (stereo not drawn)	3%	-22%	0%	8%	5%	5%	2%

# The results go on:
Molecule	GAA glycogen mod	GAA inhib	aGlu spleen mod	CBFb RUNX1 block	HttQ103 aggreg	LMNA splice mod	HTT ATP protect
O=C(NN1C(=O)C2C3C=CC(C3)C2C1=O)c1ccncc1 (stereo not drawn)	2%	2%	-2%	5%	14%	2%	x
O=C(NCC1OCCc2ccccc21)c1ccc(NC(=O)c2ccccc2Cl)cc1 (stereo not drawn)	10%	6%	-4%	0%	-5%	u	-6%[1.9 µM]
C=CCOc1ccccc1OC[C@H](O)CNC(C)C	x	x	0%[29.1 µM]	-2%[21.7 µM]	10%[20.6 µM]	u	-45%[inhibitor][17.1 µM]
N#Cc1cccc(-n2nnnc2-c2ccccn2)c1	-2%	0%	0%	11%	11µM*	3%	3%[10 µM]
CCOC(=O)CSc1nnc(Cc2ccccc2)n1-c1cccc(Cl)c1	-5%	2%	-22%	0%	16%	5%	22%
CCC1(C)Cc2c(sc3nc(SC)nc(N)c23)CO1 (stereo not drawn)	-11%	u	1%	4%	-14%	-3%	15%
COc1cc(CNCc2ccncc2)cc(Br)c1OCc1ccccc1F	-4%	-34%	-2%	1%	u	u	-48%[inhibitor]
S=C1NCN(C2CCCCC2)CN1c1ccccc1	-8%	-13%	10%	8%	4%[9.22 µM]	x	4%[10 µM]
CCCCOc1ccc(CSC2=NCCN2)cc1[N+](=O)[O-]	-3%	-1%	3%	8%	15%	u	-9%[10 µM]
CC(=O)Nc1ccc(NC(=O)Cn2c(=O)n(-c3ccc(F)cc3)c(=O)c3oc4ccccc4c32)cc1	0%	-10%	-2%	-12%	0%	-16%[46 µM]	-21%
Cc1noc(C)c1CSc1ncnc2sc3c(c12)CCC3	5%	u	-21%	-3%	-3%	4%	-15%
COc1ccc(-c2nnc(NC(=O)C3=COCCO3)o2)cc1	4%	1%	-2%	-11%	-1%	-1%	-8%[10 µM]
COc1cc(CNc2ccc(NC(C)=O)cc2)ccc1OCc1ccccc1C	-19%	u	-5%	-8%	-23%	x	u
Cc1cccc(-n2cnc3c(c2=O)c2nc4ccccc4nc2n3Cc2ccco2)c1	-2%	u	-3%	-2%	10%	-7%	-9%[0.074 µM]
COc1cc(SC)ccc1C(=O)N1CCN(c2ccccc2OC)CC1	11%	10%	-6%	0%	x	u	x
CCOC(=O)c1c(C)nc(SCC(N)=O)c(C#N)c1-c1ccccc1	9%	-2%	1%	8%	5%	-7%	x
COc1ccc(OCCOCCOc2ccc(C)cc2[N+](=O)[O-])cc1	-4%	2%	-3%	1%	6%	-1%	-21%[0.074 µM]
CN(CCOc1ccc(Cl)cc1)c1ccc(S(=O)(=O)N2CCCCC2)cn1	-4%	0%	-5%	-2%	u	u	-58%[inhibitor]
COc1ccc(C(=O)N/C(=C\c2cc(OC)c(OC)cc2[N+](=O)[O-])C(=O)NCCO)cc1	-11%	8%	-4%	-3%	3%[9.22 µM]	x	7%[10 µM]
COC(=O)c1ccc(N=Cc2c(C(F)(F)F)[nH][nH]c2=O)cc1	-7%	-6%	x	-8%	11%	5%[9.22 µM]	-11%
CCOC(=O)c1c(C)[nH]c(C(=O)CSc2nnc(-c3cccs3)n2Cc2ccccc2)c1C	23%	-2%	-2%	-3%	u	15%	-54%[inhibitor]
COC(=O)c1nnn(-c2nonc2N)c1CSc1nnc(N)s1	3%	0%	2%	-3%	-23%	x	-20%
CC(C)=CCC/C(C)=C/CC/C(C)=C/CSc1ccccc1C(=O)O	x	x	-2%	6%	x	u	6%[1.9 µM]
COc1ccc(CN(C)Cc2ccccc2)c(OC)c1OC	-8%	-2%	5%	3%	-2%	-13%	x
Oc1ccc(CN2CCc3ccccc3C2)c2cccnc12	u	-1%	-13%	u	u	u	-91%[inhibitor]
C=C1C(=O)O[C@@H]2[C@H]3O[C@]3(C)CC/C=C(\C)CC[C@@H]12	x	x	-3%	21%	x	x	-166%[inhibitor]
COC(=O)CNC(=O)C(NC(=O)c1ccc(Cl)cc1)C(C)C (stereo not drawn)	6%	u	-2%	13%	6%	-10%	16%
COC(=O)c1nnn(CC(=O)NC(=O)Nc2cccc(C)c2C)c1C(=O)OC	16%[76.3 µM]	u	-1%	-3%	17%	-2%	x
Cc1cc(C)c(C#N)c(SCC(=O)c2ccc(Cl)cc2Cl)n1	-17%	-7%	3%	18%	5%	u	-34%
N/C(Cc1nc(-c2ccc(F)cc2)cs1)=N\O	-1%	4%	-5%	3%	14%[9.22 µM]	x	-20%[10 µM]
COc1cccc(C2c3[nH]c4ccccc4c3CCN2CCCn2cccn2)c1 (stereo not drawn)	1%	2%	-6%	-3%	21%	x	-31%[inhibitor]
O=C(/C=C/c1ccccc1)N(c1ccccn1)C1CCCCC1	4%	-2%	1%	17%	-10%	-10%	-2%[10 µM]
CC(C)c1nc(NCc2ccccc2)c(C#N)c2c1CCCC2	-11%	-2%	-5%	1%	25%	5%	-24%
Cc1ccc(NC(=O)CSc2nnc(Cc3cccn3C)n2-c2ccc(F)cc2)c(C)c1	-20%	-5%	-10%	-7%	20%	0%	-32%
Nc1ccccc1C(=O)Nc1nccs1	6%	u	2%	2%	x	x	x
CCCOc1ccc(/C(O)=C2/C(=O)C(=O)N(CCCN3CCOCC3)C2c2ccncc2)cc1 (stereo not drawn)	u	4%	u	-29%	14%	6%	-7%
CCOC(=O)C1CCCN(CC(=O)/C=C2/N(C)c3ccccc3C2(C)C)C1 (stereo not drawn)	3%	u	-2%	6%	-14%	u	4%
COc1ccc(-c2cc(C(=O)Nc3ccc(S(=O)(=O)Nc4ncccn4)cc3)c3ccccc3n2)cc1	4%	-7%	-1%	12%	-8%[9.22 µM]	x	-22%[10 µM]
CCOC(=O)C(=O)/C(C#N)=C/Nc1ccccc1	-6%	-6%	4%	-1%	-15%	-1%	-3%
CCOC(=O)c1c(/N=C/c2cc(C)ccc2O)sc2c1CCN(C)C2	-5%	-11%	-13%	-1%	-1%	-11%	19%[10 µM]
COC(=O)c1c(O)c2c([nH]c1=O)CCCC2	-8%	-6%	-11%	0%	18%	6%	44%[10 µM]
O=C(O)C1CC=CCC1C(=O)Nc1ccc(F)c(F)c1 (stereo not drawn)	4%	-9%	8%	-2%	6%	4%	13%
CC/C(C)=N/Nc1nc(-c2cc3cccc(OC)c3oc2=O)cs1	-28%	3%	-4%	-27%	11%[9.22 µM]	x	-8%[10 µM]
COc1ccc(C(C(=O)NC(C)(C)C)N(C(=O)CNC(=O)c2cccs2)c2ccc(NC(C)=O)cc2)cc1OC (stereo not drawn)	20%	-6%	4%	0%	-7%[9.22 µM]	x	10%[10 µM]

# High-throughput results from PubChem BioAssay.
